# K1F lysis inhibition: inhibition of K1F phage lysis, E. coli UTI89, bacterial capsule biogenesis inhibitors, alamar blue (AID 488966); actives 0.02% (n = 340,000); inhibition, % at 100 µM; hits with a dose series show IC50 in µM; E. coli UTI89 K1F phage lysis, alamar blue, 2 h; higher % means a stronger effect;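 active = phage lysis inhibition, versus mean bacterial control, above a set limit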;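 note: capsule biogenesis inhibitors block K1F phage lysis so surviving cells raise fluorescence; higher fluorescence means more inhibition of phage lysis; actives were called in the ten point dose series up to 300 µM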
# NTR1 agonist: NTR1-driven beta-arrestin-GFP spot formation – imaging, U2OS cells, high content, primary screen (AID 493036) | P30989 | agonist mode | activation, % at 20 µM | actives 0.17% (n = 330,000);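 active = activation at or above 40% of the spot to cytoplasm intensity ratio, with at least 20 cells analyzed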;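 note: 0% = DMSO without peptide and 100% = 100 nM NTR1 peptide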
# Target sequence (P30989 whole entry, looked up): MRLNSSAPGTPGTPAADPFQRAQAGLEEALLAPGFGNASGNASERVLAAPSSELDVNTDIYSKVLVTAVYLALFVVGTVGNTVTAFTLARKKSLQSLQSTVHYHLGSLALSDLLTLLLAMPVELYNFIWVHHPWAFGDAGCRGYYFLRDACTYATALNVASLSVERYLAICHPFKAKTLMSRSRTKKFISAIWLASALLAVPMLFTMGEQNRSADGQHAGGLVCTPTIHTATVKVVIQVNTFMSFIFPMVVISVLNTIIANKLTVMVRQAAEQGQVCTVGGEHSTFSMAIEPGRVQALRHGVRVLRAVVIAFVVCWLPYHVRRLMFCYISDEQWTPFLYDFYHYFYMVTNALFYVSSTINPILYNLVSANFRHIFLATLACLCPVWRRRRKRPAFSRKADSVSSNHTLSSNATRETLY
# Dengue-2 NS5 capping: flavivirus cap methylation enzyme inhibition – biochemical, confirmation dose response, primary screen (AID 588689). Dengue-2 NS5 methyltransferase capping enzyme assay, biochemical; higher % means a stronger effect. inhibition, % at 25 µM; hits with a dose series show IC50 in µM. actives 0.3% (n = 340,000); in the data active = a potency from the dose series
# NTR1 agonist cell count 20 µM: recorded beside NTR1 agonist, whose call it bears; cell count; measured here: cell count, cytotoxicity flag
# Dengue-2 NS5 capping pilot replicate: also measured in Dengue-2 NS5 capping; calls as there; inhibition, %; measured here: pilot screen replicate inhibition
# The depositor's hits bear a star; [ ] = dose if it differs, or a comment. These rows are one share of the data; count on the stated rates, not on these rows.
SMILES,K1F lysis inhibition,NTR1 agonist,NTR1 agonist cell count 20 µM,Dengue-2 NS5 capping,others
CCOc1ccc(NS(=O)(=O)c2ccc(C(=O)NCC(c3ccccc3OC)N3CCCC3)cc2)cc1 (configuration not stated),1.1%[50 µM],3.0,60,-9%,
CCN(C(=O)COC(=O)C1CCN(S(=O)(=O)c2ccc3c(c2)OCCO3)CC1)C1CCS(=O)(=O)C1 (configuration not stated),1.3%[50 µM],-0.6,61,-7%,
O=C(C1CCN(S(=O)(=O)c2ccccc2)CC1)N1CCN(c2ccccc2F)CC1,0.4%[50 µM],2.5,61,-4%,
CC1CCCN(S(=O)(=O)c2cc(C(=O)NCc3ccco3)ccc2Cl)C1 (configuration not stated),0.0%[50 µM],0.8,84,-2%,
CCN(CC)S(=O)(=O)c1ccc(C(=O)NCC2(N3CCOCC3)CCCCC2)cc1,0.4%[50 µM],-0.1,68,11%,
Cc1ccc(C(C)C)c(OCC(=O)NNC(=O)Cc2ccc(S(=O)(=O)N3CCOCC3)s2)c1,-0.8%,0.8,64,-4%,
CCN(CC)C(=O)[C@H]1C[C@H](CC(=O)NCCC2=CCCCC2)C(=O)N2CCc3c([nH]c4cc(CCC(=O)N(C)C)ccc34)[C@]12C,0.1%,3.3,57,-1%,Dengue-2 NS5 capping pilot replicate=-0.9
CCN(CC)CCCn1c2c(c(SCC(=O)Nc3ccc4c(c3)OCO4)nc1=O)CCC2,1.2%[50 µM],1.4,67,1%,
COc1ccc(CC(=O)Nc2ccc(S(=O)(=O)N3CCN(C)CC3)cc2)cc1,1.0%[50 µM],-0.5,61,-4%,
CC(OC(=O)c1nc(Cl)ccc1Cl)C(=O)NC1CCCCC1C (configuration not stated),0.3%,-0.7,49,-4%,
COc1ccccc1NS(=O)(=O)c1ccc(NC(=O)c2ccccn2)cc1,0.5%[50 µM],-0.2,61,-3%,
C(#Cc1ccc2c(c1)COc1c3ccccc3nn1-2)c1ccccc1,-0.1%,2.3,91,1%,
CC1=CC(=O)C=C/C1=C(/c1ccc(O)cc1C)c1ccccc1S(=O)(=O)O,0.3%[50 µM],-1.6,56,-1%,
COc1ccccc1C(=O)NC(=O)COC(=O)CCNS(=O)(=O)c1ccccc1,-0.1%[50 µM],0.2,62,0%,
CCOc1ccc(NC(=O)CN(C)C(=O)c2cc(C)on2)cc1OCC,1.2%[50 µM],-0.1,53,-8%,
O=C(Cc1csc(NC(=O)Nc2ccc(Cl)cc2)n1)NCc1ccccn1,0.1%[50 µM],-0.4,75,-23%,
CSCCC(NC(=O)c1ccco1)C(=O)OCC(=O)N1c2ccccc2NC(=O)C1(C)C (configuration not stated),0.2%[50 µM],1.2,61,-4%,
CN(C(=O)COC(=O)c1c2c(nc3ccccc13)CCCC2)c1c(N)n(Cc2ccccc2)c(=O)[nH]c1=O,0.5%[50 µM],1.3,58,2%,
CC[C@H](C)[C@H]1O[C@]2(CC[C@@H]1C)C[C@@H]1C[C@@H](CC=C(C)[C@@H](O[C@H]3C[C@H](OC)[C@@H](O[C@H]4C[C@H](OC)[C@@H](O)[C@H](C)O4)[C@H](C)O3)[C@@H](C)C=CC=C3CO[C@@H]4[C@H](O)C(C)=C[C@@H](C(=O)O1)[C@]34O)O2,1.0%,27,24,-3%,
CNC(=O)[C@@]1(Cc2ccccc2)C=C[C@@H](C)N1C(=O)OC,-0.3%,3.4,78,1%,
COc1cc(NC(=O)CNc2cccc(S(=O)(=O)N3CCOCC3)c2)cc(OC)c1,0.2%[50 µM],2.1,64,6%,
O=C(c1cccc(Cl)c1)N1CCN(S(=O)(=O)c2ccc(Cl)s2)CC1,0.7%[50 µM],2.5,57,-7%,
COc1ccc(CNC(=O)C[C@H]2C[C@H](C(=O)N3CCCCC3)[C@@]3(C)c4[nH]c5cc(CCC(=O)N(C)C)ccc5c4CCN3C2=O)cc1OC,-0.2%,-1.2,63,3%,Dengue-2 NS5 capping pilot replicate=0.3
CCCCN(C(=O)c1ccc(NC2CC2)c([N+](=O)[O-])c1)c1c(N)n(CC(C)C)c(=O)[nH]c1=O,0.3%[50 µM],-1.7,94,0%,
CCNC(=O)N1CCN(CCCC(c2ccc(F)cc2)c2ccc(F)cc2)CC1,5.0%,-0.9,35,-4%,
# Additional entries.
SMILES,K1F lysis inhibition,NTR1 agonist,NTR1 agonist cell count 20 µM,Dengue-2 NS5 capping,others
C=CCn1c(COc2ccc(F)cc2)nnc1SCC(=O)NC1CCS(=O)(=O)C1 (configuration not stated),0.2%[50 µM],0.3,65,-6%,
CCN(Cc1ccccc1)C(=O)COC(=O)c1c(C)nsc1NC,0.8%[50 µM],-0.8,51,-7%,
O=C(COC(=O)c1ccc(Br)o1)NCC(=O)Nc1ccc(F)cc1,1.0%[50 µM],-1.7,48,2%,
Cc1ccc2c(c1)[C@@H]1[C@H](CO2)[C@H](c2ccccc2)[C@]2(C)C(=O)N[C@H](C)C(=O)N12,0.3%,-0.1,42,-10%,
COc1ccc(-c2nnc(SC)nc2-c2ccc(OC)c([N+](=O)[O-])c2)cc1[N+](=O)[O-],-0.8%,2.4,49,3%,
CC(CC(=O)Nc1cc(S(=O)(=O)N2CCOCC2)ccc1OCC(F)(F)F)c1ccccc1 (configuration not stated),0.0%[50 µM],1.5,41,1%,
O=C1CC(N2CCN(c3ccccc3F)CC2)C(=O)N1c1ccc(F)cc1 (configuration not stated),1.2%,-0.2,50,3%,
O=C(/C=C/c1cccc(F)c1)OCC(=O)N1CCc2ccccc21,0.4%[50 µM],1.7,44,1%,
COc1ccc(CCNC(=O)C2CC2)cc1,0.6%,0.6,50,0%,
O=C(COC(=O)CCC(=O)c1ccc(F)cc1)Nc1ccc2[nH]c(=O)[nH]c2c1,-1.6%,0.2,78,-2%,
Cc1noc(C)c1CSCC(=O)Nc1nc2ccc(F)cc2s1,4.3%[50 µM],-2.1,44,-18%,
CCn1nnnc1SCC(=O)N1CCN(Cc2ccc3c(c2)OCCO3)CC1,0.2%[50 µM],-1.5,45,-6%,
O=C(NCC1CC1)c1ccc2c(c1)S(=O)(=O)c1cc(Cl)ccc1C2=O,3.6%,8.0,59,-6%,
CC(=O)c1ccc(OCC(=O)OCC(=O)NCc2ccco2)cc1,0.8%[50 µM],0.5,53,-6%,
COc1cc(/C=C/C(=O)N2CCC=CC2=O)cc(OC)c1OC,3.0%,6.3,48,4%,
O=C(Nc1ccc(OC(F)(F)F)cc1)C1CCCCN1S(=O)(=O)c1ccccc1 (configuration not stated),-1.1%[50 µM],2.5,58,-4%,
COc1cc(NC(=O)COC(=O)Cn2cnc3c2c(=O)n(C)c(=O)n3C)cc(OC)c1,0.7%[50 µM],1.1,55,0%,
COc1cccc2sc(N3CCN(C(=O)c4cccs4)CC3)nc12,1.0%[50 µM],0.3,71,-5%,
CCOC(=O)c1c(C)[nH]c(C(=O)NCC(c2ccco2)N2CCCCC2)c1C (configuration not stated),0.3%[50 µM],-0.6,41,1%,
O=C(OCC#CCSc1nnc(-c2cccc3ccccc23)o1)c1ccc(Br)cc1,8.7%,-1.8,49,7%,
COc1ccc(-c2noc(CCC(=O)N3CCC(c4cc(C)ccc4C)CC3)n2)cc1,0.0%,3.9,77,-2%,Dengue-2 NS5 capping pilot replicate=3.4
CCCCn1c(N)c(N(CCC(C)C)C(=O)C2CC(=O)N(c3cccc(SC)c3)C2)c(=O)[nH]c1=O (configuration not stated),0.1%[50 µM],-0.2,56,2%,
COc1ccc([C@H](NC(=O)OC(C)(C)C)C(=O)OC(C)(C)C)cc1,1.2%,2.0,43,-12%,
CN(C(=O)COC(=O)CCc1c[nH]c2ccccc12)c1ccccc1,1.3%[50 µM],2.5,60,-9%,
COc1ccc(CC(=O)OCC(=O)NCc2ccc(C)cc2)cc1OC,-1.6%,3.8,64,2%,

# The list goes on, overlapping the part above by two compounds.
SMILES,K1F lysis inhibition,NTR1 agonist,NTR1 agonist cell count 20 µM,Dengue-2 NS5 capping,others
CN(C(=O)COC(=O)CCc1c[nH]c2ccccc12)c1ccccc1,1.3%[50 µM],2.5,60,-9%,
COc1ccc(CC(=O)OCC(=O)NCc2ccc(C)cc2)cc1OC,-1.6%,3.8,64,2%,
O=C(OCC(=O)N1CCCc2ccccc21)c1c(F)cccc1F,-0.9%,0.0,49,-4%,
CN1CCN(S(=O)(=O)NC[C@H]2O[C@@H](n3cnc4c(N)ncnc43)[C@H](O)[C@@H]2O)CC1,0.1%,1.0,63,-11%,Dengue-2 NS5 capping pilot replicate=-5.5
Cc1c(NC(=O)C2CCCN2C(=O)c2cccs2)c(=O)n(-c2ccccc2)n1C (configuration not stated),1.8%,0.6,69,-5%,
CNS(=O)(=O)c1ccc(C(=O)NCC(=O)NCCC(c2ccccc2)c2ccccc2)cc1,-0.2%[50 µM],1.1,80,-8%,
COc1ccc(NS(=O)(=O)c2ccc(C(=O)N(C)Cc3ccc(C)o3)cc2)cc1,0.4%[50 µM],1.6,55,-5%,
Cc1ccc(NC(=O)COC(=O)c2cc(=O)c3ccccc3o2)cc1F,0.1%[50 µM],-0.6,55,-4%,
Cc1cnc(C(=O)Nc2ccc(C)c(S(=O)(=O)N3CCCCCC3)c2)cn1,1.4%[50 µM],0.0,62,-9%,
COc1ccc(C2CC(c3ccccc3)=NN2C(=O)COC(=O)c2ccc(S(C)(=O)=O)cc2)cc1 (configuration not stated),1.2%[50 µM],1.2,59,-2%,
CCN1CCN(c2ccc(S(=O)(=O)N3CCCCC3)cc2NC(=O)c2cccc(C)c2[N+](=O)[O-])CC1,1.8%[50 µM],1.4,53,-1%,
NC(=O)C1CCCN(C(=O)CN2C(=O)NC(c3ccccc3)(c3ccccc3)C2=O)C1 (configuration not stated),1.3%[50 µM],-0.3,56,-1%,
Cc1ccc(OCC(=O)N2CCCCC2C)c([N+](=O)[O-])n1 (configuration not stated),0.7%[50 µM],-0.2,81,-4%,
CC(C)n1ncc2c(C(=O)Nc3ccc(S(N)(=O)=O)cc3)cc(C3CC3)nc21,-0.6%[50 µM],0.1,91,-1%,
COc1ccc(NC(=O)C2CCC2)cc1S(=O)(=O)Nc1cc(C)ccc1Br,0.7%,2.0,47,-6%,
COc1ccc(NC(=O)COc2coc(CN3CCc4ccccc43)cc2=O)cc1,1.4%[50 µM],-0.6,68,4%,
O=C(c1ccc(S(=O)(=O)NCc2ccco2)cc1)N1CCN(c2ccc(F)cc2)CC1,1.8%[50 µM],0.6,75,4%,
O=C(COC(=O)c1ccccc1[N+](=O)[O-])c1ccc2c(c1)OCO2,0.6%[50 µM],2.6,57,-2%,
O=C(Cc1ccc(F)cc1)NCCS(=O)(=O)N1CCN(c2cccc(Cl)c2)CC1,1.1%[50 µM],2.7,54,1%,
CC(C)Cc1nnc(NC(=O)C2=COCCO2)s1,0.2%[50 µM],-0.6,63,-2%,
COCCNC(=O)c1onc(CSc2ccc(F)c(F)c2)c1C(=O)NCCOC,3.0%,1.7,55,-2%,
COc1ccc2cc(CO)c3cc(OC)c(OC)cc3c2c1,-3.6%,1.5,60,-3%,
CC(NC(=O)COC(=O)c1cccnc1Cl)C12CC3CC(CC(C3)C1)C2 (configuration not stated),-1.2%,3.3,53,-1%,
CC(=O)NC12CC3CC(C1)CC(C(=O)N1CCN(S(=O)(=O)c4ccccc4[N+](=O)[O-])CC1)(C3)C2,0.9%[50 µM],0.5,50,-9%,
Cc1nn(CC(=O)NNC(=O)c2ccc(Br)cc2)c(C)c1[N+](=O)[O-],1.1%[50 µM],0.4,48,-10%,
C[C@H](CO)N1C[C@H](C)[C@H](CN(C)CC2CC2)Oc2ccc(NC(=O)CCN3CCOCC3)cc2C1=O,0.0%,-0.6,57,3%,Dengue-2 NS5 capping pilot replicate=-2.4
CC1(c2ccccc2)NC(=O)N(CC(=O)Nc2ccc(N3CCOCC3)cc2)C1=O (configuration not stated),0.1%[50 µM],3.8,55,-7%,
CC(C)(C)OC(=O)N[C@@H](/C=C/c1ccccc1)C(=O)OC(C)(C)C,2.0%,1.5,65,-3%,
CCc1cccc2c(C(=O)CSc3nnc(C4CC4)o3)c[nH]c12,1.0%[50 µM],5.1,59,-5%,
O=C(COc1cccc(C(F)(F)F)c1)Nc1ccccc1N1CCCCC1,1.5%[50 µM],6.0,50,4%,
CCC(C(=O)OCC(=O)NC1CCS(=O)(=O)C1)c1ccccc1 (configuration not stated),-0.2%,-0.2,49,-5%,

# An excerpt from above in order of number of heavy atoms, smallest number first.
SMILES,K1F lysis inhibition,NTR1 agonist,NTR1 agonist cell count 20 µM,Dengue-2 NS5 capping,others
Cc1ccc(OCC(=O)N2CCCCC2C)c([N+](=O)[O-])n1 (configuration not stated),0.7%[50 µM],-0.2,81,-4%,
CC(C)(C)OC(=O)N[C@@H](/C=C/c1ccccc1)C(=O)OC(C)(C)C,2.0%,1.5,65,-3%,
COCCNC(=O)c1onc(CSc2ccc(F)c(F)c2)c1C(=O)NCCOC,3.0%,1.7,55,-2%,
CCN1CCN(c2ccc(S(=O)(=O)N3CCCCC3)cc2NC(=O)c2cccc(C)c2[N+](=O)[O-])CC1,1.8%[50 µM],1.4,53,-1%,
